SR-BI DiI inh: inhibitors of SR-BI mediated HDL lipid uptake, primary screen, ldlA[mSR-BI] cells, fluorescence, single point; inhibition, % at 12.5 µM; 320,000 tested, 0.96% active; ldlA[mSR-BI] CHO cells, DiI-HDL uptake fluorescence, 3 h;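 active = mean replicate inhibition of at least 70% and a set share of replicates each scoring 70 or more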;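 note: 0% = median of neutral control wells and 100% = median of positive control wells; values of inactives mirror those of a sister screen read the other way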
C-LANA FP: inhibitors of KSHV C-LANA binding to DNA, primary screen, biochemical, fluorescence polarization, FAM-LBS DNA, MBP-C-LANA, single point. Kaposi's sarcoma herpesvirus LANA C-terminal domain (residues 932-1162) DNA binding. inhibition, % at 9 µM. 340,000 tested, 0.078% active. AID 504423, 2011;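 active = highest replicate inhibition at or above 60% at 9 µM, even if other replicates fall short; inactive = all replicates below 60% inhibition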;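 note: 0% = neutral control wells and 100% = 4 µM acridine orange control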
DAGLB inh: DAGLB lipase inhibitors, primary screen, biochemical, fluorescence, HTS; 340,000 tested, 0.059% active; HEK293T DAGLB membrane lysate, EnzChek fluorogenic substrate; Diacylglycerol lipase-beta (Homo sapiens), Q8NCG7; inhibition, % at 5.17 µM; in the data active = inhibition above about 34%;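 note: 0% = enzyme with vehicle and 100% = wells lacking enzyme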
SR-BI DiI-HDL act: activators of SR-BI mediated DiI-HDL uptake, primary screen, ldlA[mSR-BI] CHO cells, DiI fluorescence; AID 504775, 2011; 320,000 tested, 0.096% active; 3 h; 100 = double the neutral-control signal; activation, % at 12.5 µM;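 active = mean replicate activation of at least 60% and every replicate at or above 60%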;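 note: 0% = median plate neutral-control signal and 100% = twice that signal; values of inactives mirror those of a sister screen read the other way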
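System: CHO ldlA[mSR-BI] cells / Medium: HEPES-buffered (25 mM, pH 7.4) F12 plus 0.5% BSA / Probe or stimulus: labelled HDL, 10 µg/mL / Doses: single compound concentration, delivered by pin transfer / Schedule: 3 h, 37 °C / Measured by: DiI fluorescence, bottom read / Measure: cell-associated DiI fluorescence as measure of HDL uptake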
Keap1-Nrf2 PPI: Keap1-Nrf2 protein-protein interaction inhibitors, primary screen, biochemical, fluorescence polarization, single point | Kelch-like ECH-associated protein 1 (Homo sapiens), Q14145 | Keap1 Kelch-Nrf2 peptide fluorescence polarization, 1536-well | 340,000 tested, 0.15% active | inhibition, % at 9.4 µM; in the data active = inhibition above about 12%;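 note: human Keap1 Kelch domain with fluorescein labeled Nrf2 9mer peptide probe; 0% = neutral control wells and 100% = peptide positive control; higher means more block of Keap1 binding to Nrf2 peptide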
NSD2 HMT inh: NSD2 histone methyltransferase inhibitors, primary screen, biochemical, AlphaScreen, single concentration, set 2. 310,000 tested, 0.54% active. inhibition, % at 12.5 µM. Histone-lysine N-methyltransferase NSD2 (Homo sapiens), O96028. NSD2 peptide methylation, 120 min; in the data active = inhibition above about 50%
Target sequence (O96028 whole entry, looked up): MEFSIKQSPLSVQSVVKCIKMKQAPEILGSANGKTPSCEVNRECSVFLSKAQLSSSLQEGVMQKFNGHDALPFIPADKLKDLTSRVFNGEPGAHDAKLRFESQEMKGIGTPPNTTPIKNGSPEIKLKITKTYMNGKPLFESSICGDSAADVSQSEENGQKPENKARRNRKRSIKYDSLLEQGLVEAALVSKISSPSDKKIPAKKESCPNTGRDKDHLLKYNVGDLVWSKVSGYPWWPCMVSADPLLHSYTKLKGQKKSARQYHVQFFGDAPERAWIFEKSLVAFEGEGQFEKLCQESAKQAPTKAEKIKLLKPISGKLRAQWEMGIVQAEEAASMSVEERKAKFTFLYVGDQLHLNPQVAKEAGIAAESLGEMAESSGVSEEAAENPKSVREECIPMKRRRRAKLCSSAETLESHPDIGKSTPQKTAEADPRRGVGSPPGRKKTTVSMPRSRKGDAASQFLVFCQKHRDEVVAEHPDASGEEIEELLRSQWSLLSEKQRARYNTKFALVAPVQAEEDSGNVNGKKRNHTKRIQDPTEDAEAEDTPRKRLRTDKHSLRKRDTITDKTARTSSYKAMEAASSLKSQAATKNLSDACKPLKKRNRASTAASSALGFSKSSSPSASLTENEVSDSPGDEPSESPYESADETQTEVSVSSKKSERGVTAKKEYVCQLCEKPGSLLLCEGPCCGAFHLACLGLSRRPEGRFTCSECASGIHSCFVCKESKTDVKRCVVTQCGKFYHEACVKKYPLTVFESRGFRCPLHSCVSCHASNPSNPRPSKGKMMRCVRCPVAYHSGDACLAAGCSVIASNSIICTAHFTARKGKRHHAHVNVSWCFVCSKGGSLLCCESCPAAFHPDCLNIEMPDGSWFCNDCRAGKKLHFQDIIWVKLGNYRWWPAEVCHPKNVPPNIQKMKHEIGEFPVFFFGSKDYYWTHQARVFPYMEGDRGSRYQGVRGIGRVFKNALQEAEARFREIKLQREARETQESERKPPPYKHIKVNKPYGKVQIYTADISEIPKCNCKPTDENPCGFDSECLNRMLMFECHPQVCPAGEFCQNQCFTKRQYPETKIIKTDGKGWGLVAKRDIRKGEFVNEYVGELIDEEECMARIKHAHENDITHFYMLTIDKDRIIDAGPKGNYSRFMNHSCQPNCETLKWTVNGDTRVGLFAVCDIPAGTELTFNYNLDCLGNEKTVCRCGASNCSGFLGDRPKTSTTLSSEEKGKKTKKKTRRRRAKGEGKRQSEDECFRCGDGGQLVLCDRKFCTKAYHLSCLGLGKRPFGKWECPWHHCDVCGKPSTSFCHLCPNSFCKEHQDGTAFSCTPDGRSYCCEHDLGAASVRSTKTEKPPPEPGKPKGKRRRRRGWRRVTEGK
Arr AP2 block: inhibitors of beta-arrestin/AP2 binding, primary screen, biochemical, GPCR trafficking, flow cytometry; inhibition, % at 10 µM; FITC-arrestin peptide / GST-AP2 beads; AP2 beta2 appendage carries R879A mutation; 340,000 tested, 0.31% active; AID 504490, 2011; beta-arrestin 1 C-terminal peptide binding to AP2 beta2-adaptin appendage (human);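 active = inhibition above a set limit, near 3 SD of compounds lacking own fluorescence, cut at about 54% in these data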;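 note: plate controls were DMSO wells for no effect and 5 µM unlabelled arrestin peptide for full effect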
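Material – AP2 appendage R879A on GSH beads · Buffer or medium – PBS with 0.05% Tween 20 and 0.1% BSA · Probe or stimulus – fluorescein-tagged arrestin peptide at 50 nM final · Incubation – compound with beads 12 min RT, then probe 1 h RT · Detection – high-throughput flow cytometry of beads, ex 488, em 535 nm · Evaluation – percent response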
PKA-R2B act: activators of PKA-R2B holoenzyme, primary screen, biochemical, fluorescence polarization, Cy5-IP20, human; cAMP-dependent protein kinase catalytic subunit beta (Homo sapiens) + cAMP-dependent …; PKA-R2B holoenzyme dissociation; R2B truncated from residue 108, S112A mutant; 0% DMSO only, 100% 113 µM cGMP; activation, % at 11.4 µM; 340,000 tested, 0.079% active; AID 504700, 2011;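 active = activation above a cutoff set at the mean over all compounds plus 3 SD, cut at about 18% in these data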;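 note: higher means more holoenzyme dissociation and a rise in polarization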
Cardiac RTF inh: cardiac RTF calcium sensitivity inhibitors, primary screen, biochemical, IANBD-TnC fluorescence, EC70 calcium; Troponin I, cardiac muscle (Homo sapiens) + Troponin T, cardiac muscle (Homo sapiens) + …; inhibition, % at 7.15 µM; AID 493244, 2011; 340,000 tested, 0.12% active; IANBD-labeled cardiac RTF, Ca2+ fluorescence;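 active = inhibition above the mean inhibition of all tested compounds plus 3 SD, cut at about 17% in these data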;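 note: assay run at fixed EC70 calcium of 1.6 mM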
PvdQ inh: P. aeruginosa PvdQ acylase inhibitors, primary screen, biochemical, fluorescence, plate reader and imaging, single point; inhibition, % at 10 µM; PvdQ acylase [Pseudomonas aeruginosa LESB58]; purified PvdQ acylase; 340,000 tested, 0.063% active; AID 488965, 2010; in the data active = inhibition above about 30%, passing the limit was not always enough;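 note: 0% = vehicle neutral wells and 100% = reference inhibitor wells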
* hit, by the source's call; . = not tested or not shown.

Values run as follows: SR-BI DiI inh	C-LANA FP	DAGLB inh	SR-BI DiI-HDL act	Keap1-Nrf2 PPI	NSD2 HMT inh	Arr AP2 block	PKA-R2B act	Cardiac RTF inh	PvdQ inh
CCCOc1ccc(N2C(=O)CC(N3CCN(c4ccc([N+](=O)[O-])cc4)CC3)C2=O)cc1 (centres undefined)
→ 54	-0.7	0	-54	-6	0	-6	-6	-3	-16
CC(C)(C)n1nnnc1CN(Cc1ccco1)Cc1cc2cc3c(cc2[nH]c1=O)OCO3
→ -12	1.7	-4	12	-5	.	13	-4	-11	6
CCc1nc2c(sc3nc4c(cc32)COC(C)(C)C4)c(=O)n1CCN(CC)CC
→ 2	-0.8	0	-2	-2	6	18	-1	-9	4
COc1ccc(-c2cc(C(=O)N(C)CC(=O)Nc3ccccc3C(F)(F)F)c3ccccc3n2)cc1OC
→ 23	-0.6	1	-23	-4	4	-4	-2	-13	-8
Cn1c(=O)c(N=O)c(N)n(Cc2ccccc2)c1=S
→ -26	0.6	8	26	-1	.	2	6	-9	-13
CC(C)(C)C(=O)N1c2ccccc2CCc2ccccc21
→ 3	0.0	-6	-3	-4	2	-7	5	-7	-24
CCC(C(=O)NC1CCCC1)N(C(=O)Cn1nnc(-c2ccc(C)o2)n1)C(C)(C)C (centres undefined)
→ 3	-0.4	-2	-3	-6	.	2	-7	-1	-10
CCN(CC)C(=O)Nc1ccc(Br)cc1
→ -19	-0.3	3	19	4	-2	3	-3	-6	-4
Cc1csc(SCC(=O)Nc2nncs2)n1
→ -14	2.0	1	14	-4	-2	-5	-5	1	-16
CCOc1ccc(OCC(=O)Nc2ccc(S(=O)(=O)Nc3cc(C)nc(C)n3)cc2)cc1
→ 7	1.1	2	-7	-3	1	22	-12	-2	3
CCc1ccc(CN2CCC(n3nccc3NC(=O)c3ccccc3C)CC2)cc1
→ 22	0.5	-2	-22	-4	0	11	-10	-1	9
O=S(=O)(Nc1ccc(Cl)cn1)c1ccc(Cl)cc1
→ -10	-0.6	2	10	2	26	1	3	4	-8
CCOc1ccc(N2CC(C(=O)Nc3ccc(S(=O)(=O)Nc4ncccn4)cc3)CC2=O)cc1 (centres undefined)
→ -14	0.1	0	14	2	1	6	15	-3	2
O=C(COc1ccccc1Br)N1CCN(c2ccccc2)CC1
→ -13	0.7	-2	13	-3	-1	4	-16	5	7
O=C(Nc1ccc2nc3n(c(=O)c2c1)CCCCC3)c1c(F)ccc([N+](=O)[O-])c1F
→ 23	1.5	3	-23	-1	25	-12	-1	-14	-10

A different layout for 8 compounds above:
Molecule,SR-BI DiI inh,C-LANA FP,DAGLB inh,SR-BI DiI-HDL act,Keap1-Nrf2 PPI,NSD2 HMT inh,Arr AP2 block,PKA-R2B act,Cardiac RTF inh,PvdQ inh
CCN(CC)C(=O)Nc1ccc(Br)cc1,-19,-0.3,3,19,4,-2,3,-3,-6,-4
Cc1csc(SCC(=O)Nc2nncs2)n1,-14,2.0,1,14,-4,-2,-5,-5,1,-16
CCOc1ccc(OCC(=O)Nc2ccc(S(=O)(=O)Nc3cc(C)nc(C)n3)cc2)cc1,7,1.1,2,-7,-3,1,22,-12,-2,3
CCc1ccc(CN2CCC(n3nccc3NC(=O)c3ccccc3C)CC2)cc1,22,0.5,-2,-22,-4,0,11,-10,-1,9
O=S(=O)(Nc1ccc(Cl)cn1)c1ccc(Cl)cc1,-10,-0.6,2,10,2,26,1,3,4,-8
CCOc1ccc(N2CC(C(=O)Nc3ccc(S(=O)(=O)Nc4ncccn4)cc3)CC2=O)cc1 (centres undefined),-14,0.1,0,14,2,1,6,15,-3,2
O=C(COc1ccccc1Br)N1CCN(c2ccccc2)CC1,-13,0.7,-2,13,-3,-1,4,-16,5,7
O=C(Nc1ccc2nc3n(c(=O)c2c1)CCCCC3)c1c(F)ccc([N+](=O)[O-])c1F,23,1.5,3,-23,-1,25,-12,-1,-14,-10

(continued)
Values run as follows: SR-BI DiI inh	C-LANA FP	DAGLB inh	SR-BI DiI-HDL act	Keap1-Nrf2 PPI	NSD2 HMT inh	Arr AP2 block	PKA-R2B act	Cardiac RTF inh	PvdQ inh
O=C(O)c1ccccc1-c1ccccc1C(=O)NCc1ccccc1F
→ -24	1.5	-4	24	-5	-2	-1	3	-8	1
CC(=O)C[C@H](O)CC(=O)[C@@H]1OC(=O)[C@H](C)C/C=C\Cc2ccccc21
→ .	0.5	1	.	-3	.	-6	-4	-5	-6
COC(=O)Nc1ccc(S(=O)(=O)N2CCCC(C(=O)N3CCOCC3)C2)cc1 (centres undefined)
→ 0	1.2	1	0	3	-5	3	2	4	-7
COc1cccc(C2NC(=O)NC(C)=C2C(=O)Nc2cc(OC)ccc2OC)c1 (centres undefined)
→ 6	6.0	2	-6	-1	-3	7	1	-7	3
O=C(NC(=S)Nc1ccc(NC(=O)c2ccco2)cc1)c1ccccc1
→ 7	2.2	0	-7	-1	-1	-7	-3	-7	-9
C=CCn1c(SCC(=O)N(CC)C2CCS(=O)(=O)C2)nc2scc(-c3ccccc3)c2c1=O (centres undefined)
→ 10	-2.4	0	-10	-4	-1	-3	-2	4	-7
O=C(c1ccccc1)N1CCC(=O)N1c1ccccc1
→ -16	0.6	1	16	1	-3	-13	-11	-28	-10

Screening results deposited in PubChem by several laboratories.
